M. tuberculosis HTS: M. tuberculosis growth inhibition, HTS (AID 449762); M. tuberculosis H37Rv growth inhibition, 7H9 media; higher % means a stronger effect; inhibition, % at 25 µM, or IC50 in µM where a hit was titrated; hit rate 0.59% among 330,000; in the data active = a potency from the dose series; inconclusive = inhibition above about 70% without an active follow-up result;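 note: bacterial growth assessed after seven days of incubation; strong numbers were not always called active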
tuberculosis growth: growth inhibition of non-replicating M. tuberculosis (AID 488890). Mycobacterium tuberculosis non-replicating, growth inhibition; higher % means a stronger effect. hit rate 0.39% among 320,000. inhibition, % at 25 µM, or IC50 in µM where a hit was titrated; in the data active = a potency from the dose series; inconclusive = inhibition mostly from about 82% at the one dose, without a potency; inactive = the rest, 99 in 100 with inhibition below about 76%;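 note: plate controls were DMSO cells for no effect and high antibiotic wells for full effect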
PhoP GFP inhibition: PhoP regulon inhibitors, Salmonella typhi PhoP promoter GFP reporter, confirmatory (AID 1850); Salmonella Typhi PhoP-promoter GFP reporter, fluorescence, 4 h; higher % means a stronger effect; one-dose inhibition, % at 50 µM; IC50 in µM for titrated hits; hit rate 0.33% among 310,000; in the data active = a potency from the dose series; inconclusive = inhibition mostly from about 25% at the one dose, without a potency; inactive = the rest, 99 in 100 with inhibition below about 19%;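 note: 0% = induced wells with vehicle and 100% = uninduced wells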
influenza NS1A: H1N1 influenza NS1A inhibitors, functional cell based assay (AID 504329); NS1A functional cell-based assay, percent inhibition; higher % means a stronger effect; inhibition, % at 12.5 µM, or IC50 in µM where a hit was titrated; hit rate 0.3% among 340,000; in the data active = a potency from the dose series; inconclusive = inhibition above about 27% without an active follow-up result; note: strong numbers were not always called active
VEEV TC-83 Vero: inhibitors of VEEV TC-83 cytopathic effect, confirmation, Vero cells (AID 588727); Vero cells, VEEV TC-83 cytopathic effect inhibition; higher % means a stronger effect; inhibition, % at 20 µM, or IC50 in µM where a hit was titrated; hit rate 0.13% among 350,000; in the data active = a potency from the dose series; inconclusive = inhibition mostly from about 14% at the one dose, without a potency; inactive = the rest, 99 in 100 with inhibition below about 12%; note: strong numbers were not always called active
VEEV TC-83 Vero 10K pilot screen: second read-out of VEEV TC-83 Vero, no call of its own (marks repeat the call); inhibition, %; measured here: 10K pilot screen inhibition
* = called active by the depositor; i = inactive; ? = inconclusive; nt = not tested or not shown. Rows are unselected; about 1.4% have a hit in one of these screens.

Start of the data: the first two compounds, to show the layout:
SMILES	M. tuberculosis HTS	tuberculosis growth	PhoP GFP inhibition	influenza NS1A	VEEV TC-83 Vero	others
Cc1ccc(-c2nn(-c3cc(Cl)ccc3[N+](=O)[O-])c(=O)c3ccccc23)cc1	13.6%	6.2%	6.1%	-1.6%	i
O=C(COC(=O)C1CC2C=CC1C2)Nc1cccc(S(=O)(=O)N2CCCCC2)c1 (stereo not given)	-7.9%	-3.9%	-4.5%	-7.8%	0.6%

The list itself, from the start:
SMILES	M. tuberculosis HTS	tuberculosis growth	PhoP GFP inhibition	influenza NS1A	VEEV TC-83 Vero	others
Cc1ccc(-c2nn(-c3cc(Cl)ccc3[N+](=O)[O-])c(=O)c3ccccc23)cc1	13.6%	6.2%	6.1%	-1.6%	i
O=C(COC(=O)C1CC2C=CC1C2)Nc1cccc(S(=O)(=O)N2CCCCC2)c1 (stereo not given)	-7.9%	-3.9%	-4.5%	-7.8%	0.6%
CC1CCc2nc3ccccc3c(C(=O)OCC(=O)NC3CCS(=O)(=O)C3)c2C1 (stereo not given)	9.9%	10.7%	7.4%	0.6%	2.1%
COc1cc(Cl)cc2c1Sc1ccccc1/C2=C/CCN(C)C	-0.4%	69.0%	-4.0%	21.2%	5.7%
CCOC(=O)CSc1nnc(-c2ccncc2)o1	-5.2%	60.3%	6.2%	-0.1%	1.2%
Cc1cc(C)nc(NC(=O)c2ccc(Br)cc2)n1	3.5%	29.0%	5.3%	-0.1%	1.7%
COCCN(CCOC)C(=O)c1cc2c(=O)n3ccccc3nc2s1	4.5%	4.7%	-7.5%	-8.7%	i
CC(Sc1nc(O)c(-c2ccccc2)c(=O)[nH]1)C(=O)Nc1ccc(Cl)cc1 (stereo not given)	?	33.0%	12.4%	-17.2%	0.8%
CCN(CC)S(=O)(=O)c1ccc(S(=O)(=O)N2CCN(CCC#N)CC2)cc1	-0.1%	-37.5%	-7.0%	1.5%	0.6%
COc1cccc(CNS(=O)(=O)/C=C/c2ccc3c(c2)OCO3)c1	-7.2%	17.4%	-1.2%	5.1%	3.8%
NC(=O)Cc1ncc(C(F)(F)F)cc1Cl	-2.5%	6.0%	-1.5%	-1.7%	0.0%
O=C(CSc1nnnn1C1CCCCC1)NCc1cccs1	-5.7%	8.1%	-2.9%	1.2%	0.5%
O=C(O)c1ccc(N2CCCCCC2)c(N2C(=O)c3ccccc3C2=O)c1	-10.6%	-5.5%	-8.2%	-8.1%	0.3%	VEEV TC-83 Vero 10K pilot screen=4.6
CS(=O)(=O)N1CCCC(C(=O)NCCCN2CCN(Cc3ccccc3)CC2)C1 (stereo not given)	1.6%	-2.2%	-14.9%	2.1%	i
O=C(COC(=O)c1ccccc1Br)NCCc1ccc(F)cc1	6.2%	74.1%	1.9%	-3.7%	i
C1COCCNCCOCCOCCN1	-7.9%	-17.9%	4.2%	-9.6%	i
CSc1ccc2c(c1)C(N1CCN(C)CC1)Cc1ccc(F)cc1S2 (stereo not given)	?	?	36.8µM*	nt	i
Cc1[nH]c(=S)[nH]c(=O)c1Cc1ccc(OCC(C)C)cc1	0.0%	24.4%	10.0%	-7.1%	0.8%
COC(=O)c1cc(NC(=O)c2cccs2)ccc1N1CCOCC1	-0.3%	6.9%	-1.6%	3.4%	3.3%
OCCN(Cc1ccccc1)CC(O)COc1ccc2c(c1)OCO2 (stereo not given)	-1.1%	1.9%	1.9%	-2.9%	1.7%
CC(NS(=O)(=O)OCC(Cl)(Cl)Cl)c1ccc(Br)cc1 (stereo not given)	7.1%	19.5%	1.5%	-4.5%	0.2%	VEEV TC-83 Vero 10K pilot screen=3.0
CC(C)NC(=O)c1ccccc1NC(=O)CN(c1ccc2c(c1)OCO2)S(C)(=O)=O	-6.1%	7.8%	-4.1%	-5.0%	0.3%
Cc1cccc(N(CC(=O)NC(C)C)C(=O)c2ccc(N3CCCC3)nc2)c1	-4.1%	-13.0%	4.8%	-2.8%	0.1%
CCCN1C(=O)NC2(O)C(=O)c3ccccc3C12O (stereo not given)	-4.6%	57.0%	1.0%	19.5%	2.2%
C=CCn1c(SCC(=O)N2CCOCC2)nc2c([nH]c3ccccc32)c1=O	-3.0%	2.9%	-8.0%	-11.9%	8.1%
The list goes on:
SMILES	M. tuberculosis HTS	tuberculosis growth	PhoP GFP inhibition	influenza NS1A	VEEV TC-83 Vero	others
Oc1c(Br)cc(/C=N/n2c(-c3ccccc3)n[nH]c2=S)cc1Br	-0.5%	-6.2%	-7.3%	-8.5%	1.9%
COc1ccc(-n2c(SCC(=O)Nc3cccc4ccccc34)nc(O)cc2=O)cc1	-0.2%	13.1%	-6.1%	0.0%	1.2%
O=S(=O)(c1ccc(OCC2CO2)cc1)c1ccc(OCC2CO2)cc1 (stereo not given)	2.4%	i	-2.9%	-0.6%	i
Cc1csc(NC(=O)CSc2nc(=O)cc(N)n2-c2ccc(F)cc2)n1	-1.7%	-5.5%	-1.7%	-6.4%	1.7%
COCCNc1nnc(SCC(=O)Nc2sc3c(c2C(=O)c2ccccc2)CCCC3)s1	-3.6%	-4.3%	-2.9%	8.2%	8.0%
COc1ccccc1N1CCN(S(=O)(=O)CCNC(=O)C2CCCC2)CC1	-3.5%	14.9%	-0.4%	8.3%	0.3%
Oc1ccc(C(c2nnnn2CCc2ccccc2)N2CCN(c3nc4ccccc4s3)CC2)cc1 (stereo not given)	10.2%	50.1%	12.1%	-1.7%	4.1%
CCc1ccc2nc(SCC(=O)Nc3ccccc3N3CCOCC3)c(C#N)cc2c1	-3.6%	-10.0%	15.1%	-5.1%	0.1%
CCc1cccc(Oc2nn[nH]n2)c1	-1.7%	25.2%	3.6%	2.6%	3.5%	VEEV TC-83 Vero 10K pilot screen=2.0
CC(=O)NCc1cccc(CNC(C)=O)n1	-14.8%	3.3%	-3.6%	2.7%	0.7%
CNc1c(-n2cc(C(=O)OC)c(C(=O)OC)c2C(=O)OC)c(=O)n(C)c(=O)n1C	0.3%	13.4%	4.7%	-4.3%	0.1%
COC(=O)Nc1nncs1	5.0%	2.3%	7.5%	-2.4%	0.9%
O=C1OCc2cc(NC(=O)C3COc4ccccc4O3)ccc21 (stereo not given)	-1.9%	8.5%	11.4%	-2.8%	2.0%
O=C(O)c1c(NC(=O)N2CCCC2)sc2c1CCCC2	0.1%	-4.3%	-3.2%	2.2%	0.6%
CCn1c(C2CC(=O)N(Cc3ccccc3)C2)nc2ccccc21 (stereo not given)	-5.6%	-19.7%	0.7%	-11.5%	0.2%
Cc1ccc(S(=O)(=O)N(C)CC(=O)OCC(=O)c2c(N)n(C)c(=O)n(C)c2=O)cc1	-3.7%	-2.2%	2.3%	2.7%	0.3%
CCC(Sc1ncnc2sc(C)c(C)c12)C(=O)OC (stereo not given)	-7.2%	66.2%	8.1%	-3.3%	0.3%
O=C(O)c1cc(-c2ccc3c(c2)OCO3)nc2ccc(Br)cc12	25.3%	35.0%	-1.5%	4.8%	1.0%
Cc1ccccc1-c1cc(=O)c2ccccc2o1	4.0%	16.7%	nt	4.1%	0.4%
Cc1c(NC(=O)CN2C(=O)NC(C)(c3ccc(Cl)cc3)C2=O)c(=O)n(-c2ccccc2)n1C (stereo not given)	-8.8%	-10.9%	8.9%	-7.6%	3.8%
O=C1CN(C(=O)c2cc([N+](=O)[O-])ccc2Cl)C(c2ccccc2)c2cc(F)ccc2N1 (stereo not given)	-7.7%	53.4%	-2.7%	-10.7%	1.2%
Clc1ccc2[nH]cc(-c3nnnn3-c3ccccc3)c2c1	1.3%	19.7%	-13.3%	7.8%	4.5%
CCC(c1nnnn1C(C)(C)C)N(Cc1ccco1)Cc1cc2cccc(C)c2[nH]c1=O (stereo not given)	3.1%	31.2%	-5.5%	2.5%	i
CCCCN(C(=O)c1ccc(Br)o1)C1CCS(=O)(=O)C1 (stereo not given)	5.0%	3.0%	-6.7%	-16.2%	0.3%
CNC(=S)NCC(O)c1ccc([N+](=O)[O-])cc1 (stereo not given)	-1.4%	38.0%	4.0%	9.4%	0.1%

Reprinted at random: 2 entries already listed.
SMILES	M. tuberculosis HTS	tuberculosis growth	PhoP GFP inhibition	influenza NS1A	VEEV TC-83 Vero	others
COCCNc1nnc(SCC(=O)Nc2sc3c(c2C(=O)c2ccccc2)CCCC3)s1	-3.6%	-4.3%	-2.9%	8.2%	8.0%
O=S(=O)(c1ccc(OCC2CO2)cc1)c1ccc(OCC2CO2)cc1 (stereo not given)	2.4%	i	-2.9%	-0.6%	i

(continued)
SMILES	M. tuberculosis HTS	tuberculosis growth	PhoP GFP inhibition	influenza NS1A	VEEV TC-83 Vero	others
O=C(O)c1ccc(-c2cccc([N+](=O)[O-])c2)o1	-6.7%	0.9%	-10.7%	11.6%	0.7%
Cc1c(NC(=O)OCc2ccccc2)c(=O)n(-c2ccccc2)n1C	9.2%	nt	30.9%	3.1%	1.3%
COc1ccc(CC(=O)O/N=C(\N)Cc2ccc([N+](=O)[O-])cc2)cc1	0.8%	57.0%	3.2%	-4.9%	0.4%
COCc1cc(C2C(C(=O)c3ccco3)=C(O)C(=O)N2CCOCCO)ccc1O (stereo not given)	-6.0%	-1.7%	7.6%	1.9%	1.0%
CN1C(=O)C(O)(CC(=O)/C=C/C=C/c2ccccc2)c2ccccc21 (stereo not given)	-10.5%	6.4%	-1.0%	15.0%	1.8%
CN1C(=O)C(=Cc2ccccc2OCc2ccc(C(=O)O)cc2)C(=O)N(C)C1=O	-8.2%	-9.4%	-4.2%	-2.0%	2.0%
CCOc1ccc(NC2c3ccccc3C(=O)N2Cc2ccco2)cc1 (stereo not given)	-3.1%	53.6%	-4.6%	10.2%	10.2%
CCOC(=O)c1ccc(NC(=S)N2CCSC2c2ccc(OC)cc2)cc1 (stereo not given)	-5.9%	76.9%	-9.8%	1.0%	3.8%
CSCCC(NS(=O)(=O)c1ccc(C)cc1)C(=O)NC1CCCCC1 (stereo not given)	-3.2%	-15.0%	5.2%	4.2%	1.7%
CC(C)CN1CN(Cc2ccco2)CNC1=S	0.3%	-10.9%	-1.5%	-4.7%	0.0%
CC(=O)Nc1ccc(NC(=O)CCOc2ccccc2C)cc1	-1.2%	-7.0%	5.7%	-8.6%	1.1%
Cc1onc(-c2c(Cl)cccc2Cl)c1C(=O)Nc1nccs1	9.1%	3.9%	-6.3%	4.4%	8.9%
O=C(NCC(O)CO)c1csc(Nc2cccc3ccccc23)n1 (stereo not given)	5.0%	22.4%	-4.3%	-24.5%	1.9%
CC[C@@H]1CC=C[C@H]2[C@H]1C(=O)N(Cc1ccccc1)[C@H]2c1ccc(C(F)(F)F)cc1	3.5%	-8.8%	0.2%	1.7%	4.6%
COc1ccc(C(=O)Nc2ccccc2-c2nnn(CC(=O)N3CCOCC3)n2)cc1	-0.5%	4.8%	-0.2%	1.8%	i
O=C(C1CCN(C2CC(=O)N(c3cccc(Cl)c3)C2=O)CC1)N1CCCCCC1 (stereo not given)	-5.5%	14.2%	4.5%	-6.5%	i
CC1C(=O)C(C)C(c2ccccc2F)NC1c1ccccc1F (stereo not given)	4.2%	21.0%	-20.3%	-2.7%	0.3%
Nc1ncnc2c1cnn2C1CCCCC1	-9.7%	-2.8%	7.0%	0.2%	0.3%
Cc1ccc(C2c3[nH]c4ccccc4c3C[C@H]3C(=O)N(c4ccccc4C(=O)N4CCC[C@@H]4C(=O)O)C(=O)N23)cc1 (stereo not given in full)	-2.2%	-4.4%	11.2%	-0.7%	0.9%
O=C(COc1ccc(Cl)cc1Cl)N/N=C/CCc1ccccc1	1.4%	14.8%	-2.5%	-3.5%	i
COc1ccc(-n2ncc3c2CC(C)(C)CC3NC(=O)c2ccoc2C)cc1 (stereo not given)	9.7%	21.2%	-0.1%	-17.7%	1.4%
CC1CN(C(=O)c2c(Br)cnn2C)CC(C)O1 (stereo not given)	-7.3%	-7.5%	-3.5%	-4.2%	i
Cc1nc(-n2nnc(CO)c2CO)nc2c1CCC2	-11.3%	-3.4%	2.2%	2.2%	0.7%
CC(Nc1ccc2c(c1)OCCO2)C(=O)N1c2ccccc2CC1C (stereo not given)	-2.7%	12.7%	-12.4%	5.8%	3.2%
CN1C(=O)c2ccccc2NC(=O)[C@]12O[C@@H]2c1ccccc1	-11.7%	-12.1%	-1.4%	-0.8%	0.1%

Screening data (PubChem)
